MBNL1-CUG inh = blocks human MBNL1 binding to CUG repeat RNA; TR-FRET MBNL1-His/biotin-(CUG)12 binding, 665/545 ratio; Potency, µM (series often up to 57.5 µM), for the others: at the highest dose activity change, negative = inhibition, most hits filed as inhibitors; 280,000 tested, 0.036% active; active = well fitted inhibition curve with a large enough effect in the signal ratio, with a control signal flat, not every such curve was filed as active; inconclusive = small, poorly fitted or top-dose-only effect, or effect the other way, or a change in a side signal; inactive = no such curve, though single readings can be large or run the other way; the % refers to the signal ratio; also: potency is read from the fitted curve at half-maximal effect; % is scaled to controls: 0 for no effect and ±100 for the full control effect
Target sequence (Q9NR56 whole entry, looked up): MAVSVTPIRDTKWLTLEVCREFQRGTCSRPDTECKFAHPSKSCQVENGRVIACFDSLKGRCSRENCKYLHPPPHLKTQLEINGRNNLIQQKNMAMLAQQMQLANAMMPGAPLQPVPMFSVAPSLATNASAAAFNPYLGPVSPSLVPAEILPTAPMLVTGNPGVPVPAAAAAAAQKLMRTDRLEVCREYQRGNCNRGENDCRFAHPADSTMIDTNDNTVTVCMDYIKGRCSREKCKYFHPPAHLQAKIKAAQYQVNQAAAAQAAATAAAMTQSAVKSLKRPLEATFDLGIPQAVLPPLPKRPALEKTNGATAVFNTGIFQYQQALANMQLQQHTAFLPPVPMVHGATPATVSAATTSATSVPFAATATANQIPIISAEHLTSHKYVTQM
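MBNL1-His + Biotin-(CUG)12, cpd titration 92 nM–58 uM; Tb anti-His Ab 0.055 ng/ul, SA-XL665 5 nM (final); 60 min RT; ratiometric 665/545 nm, Ex 340 nm; normalized to buffer and full-complex controls.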
BCR signal inh = blocks chronic active B-cell receptor signaling; ABC-DLBCL IkBa-CBG/CBR reporter, luminescence ratio, 4 h; Potency, µM (top dose mostly 46.1 µM), inactives show top-dose ratio change, negative = lower green/red ratio, hits mostly inhibitors; 340,000 tested, 0.05% active; AID 493014; active = well fitted inhibition curve with a large enough effect in the signal ratio, with a control signal flat, not every such curve was filed as active; inconclusive = small, poorly fitted or top-dose-only effect, or effect the other way, or a change in a side signal; the % refers to the signal ratio;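 also: potency is read from the fitted curve at half-maximal effect; plate controls were basal doxycycline-induced cells for no effect and cells given 10 µM MG132 for full effect; MG132 reads +100%, hits lower the ratio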
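TMD8 ABC-DLBCL cells carrying doxycycline-inducible green luciferase fused to IkappaBalpha plus unfused red luciferase were exposed to compounds (up to 46 uM) for 4 hrs at 37C. Activity came from the overlap-corrected green/red luminescence ratio.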
USP2a inh = blocks human ubiquitin-specific protease USP2a | USP2 core, Ub-CHOP2 coupled fluorogenic reporter, 485/531 | O75604 | 330,000 tested, 0.01% active | Potency, µM (series often up to 38.3 µM), for the others: top-dose activity change, negative = inhibition, hits mostly inhibitors | AID 463254;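 also: potency is read from the fitted curve at half-maximal effect; plate controls were DMSO wells for no effect and full inhibition by NEM control for full effect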
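Cell-free coupled assay: 10nM USP2 core preincubated 30min RT with compound in Tris-HCl pH 8.0/CaCl2/CHAPS buffer, then 25nM Ub-CHOP2 and 25nM reporter substrate; fluorescence (Ex 485/Em 531) read after 60min RT, normalized to NEM inhibition, concentration-response curves fitted.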
TSHR antag = antagonists of human thyroid stimulating hormone receptor. TSHR-expressing cells, TSH-stimulated cAMP HTRF, 2 h; stronger effect = lower value. AID 504810. P16473. 330,000 tested, 0.2% active. activity change, negative = inhibition, % at 11.5 µM;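 active = activity change below a set negative limit, meaning inhibition stronger than a set level, cut at about -70% in these data; inconclusive = activity change between two set negative limits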; also: % is scaled to controls: 0 for no effect and ±100 for the full control effect
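TSHR-expressing cells were treated with compounds, then stimulated with TSH at EC80 (4nM final) for 2 hours at 37 deg C. Cellular cAMP was measured by HTRF competition between lysate cAMP and cAMP-d2 for a cryptate-labelled anti-cAMP antibody.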
GALK inhibitor = blocks human galactokinase activity. Potency, µM (series often up to 57.5 µM), without a hit: top-dose activity change, negative = inhibition, usual class: inhibitors. Purified GALK, Kinase-Glo residual ATP luminescence. 270,000 tested, 0.007% active. P51570. AID 1868; also: potency is read from the fitted curve at half-maximal effect; % is scaled to controls: 0 for no effect and ±100 for the full control effect
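Quantitative HTS: GALK 5 nM, ATP 35 uM, galactose 100 uM, 1 h room temperature, then luciferase-based ATP detection.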
hERG WT inh = KCNH2 (human, wildtype) channel inhibition; activity change, % at 1.84 µM; U2OS, BacMam KCNH2, thallium flux FluxOr; stronger effect = lower value; 340,000 tested, 0.37% active; AID 720551;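 active = maximum activity change below -70%; inconclusive = maximum activity change between -70% and -50%; inactive = maximum activity change above -50%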; also: % is scaled to controls: 0 for no effect and ±100 for the full control effect
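U2OS cells transduced with wild-type KCNH2 virus are loaded with FluxOr dye for 45 min, and thallium flux is measured in kinetic reads before and after stimulation buffer. Rate constants are normalized to DMSO controls.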
PKM2 activator = PKM2 (human) enzyme activation. 260,000 tested, 0.34% active. P14618. purified PKM2, Kinase-Glo ATP luminescence, activation; response scale: 0% is enzyme alone, no compound. Potency, µM (top dose mostly 57.5 µM), for the others: at the highest dose activation, usual class: activators; also: potency is read from the fitted curve at half-maximal effect; % is scaled to controls: 0 for no effect and ±100 for the full control effect; nearly all actives have a fitted effect of over 55% in size
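Purified hPK-M2 (>95%) run at intermediate activity with 0.1 mM ADP and 0.5 mM PEP in 50 mM imidazole pH 7.2, KCl, MgCl2; 1 h room temperature. ATP formed read by Kinase-Glo luminescence; normalized to uninhibited and no-enzyme controls.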
ASM inhibitor = human S-ASM enzyme inhibition; 340,000 tested, 0.006% active; P17405; placental ASM, HMU-PC fluorogenic substrate, 60 min; Potency, µM (series often up to 57.5 µM), for inactives: at the highest dose activity change, negative = inhibition, hits mostly inhibitors; also: potency is read from the fitted curve at half-maximal effect
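Fluorescence read-out (Ex 386 nm, Em 447 nm) after stopping the reaction at pH 10. Enzyme: ASM from human placenta; substrate HMU-PC0, 9 uM final; 60 min, 37 °C. Compound preincubation 10 min, ambient temperature.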
Eya2 phos inh = inhibitors of human Eya2 phosphatase activity. Potency, µM (highest dose often 76.9 µM), inactives show at the top dose activity, negative = inhibition, most hits filed as inhibitors. recombinant Eya2, OMFP fluorescence dephosphorylation (OMFP is methylfluorescein phosphate). O00167. AID 488837. 330,000 tested, 0.006% active; also: potency is read from the fitted curve at half-maximal effect; % is scaled to controls: 0 for no effect and ±100 for the full control effect
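Eya2 (0.2 uM) preincubated 10 min at ambient with compound, then OMFP substrate added at 50 uM; 10 min reaction in 50 mM HEPES pH 7.5, 50 mM NaCl, 5 uM MgCl2, 0.05% BSA, 1 mM DTT. Fluorescence read at Ex 485/Em 525 nm.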
Menin MLL FP TR = inhibitors of human menin-MLL interaction, mutant MLL peptide; Menin + Texas Red MLL mutant peptide, fluorescence polarization; O00255; 270,000 tested, 0.23% active; Potency, µM (titrated, usually from 61.6 µM), without a hit: at the top dose FP activity change, negative = inhibition, hits mostly inhibitors; AID 1768; active = well fitted inhibition curve with a large enough effect in the polarisation, with a control signal flat, not every such curve was filed as active; inconclusive = small, poorly fitted or top-dose-only effect, or effect the other way, or a change in a side signal; inactive = no such curve, though single readings can be large or run the other way; the % refers to the polarisation; also: potency is read from the fitted curve at half-maximal effect; % of control where 0% means no effect; many of its hits are not listed in these tables
Target sequence (O00255 whole entry, looked up): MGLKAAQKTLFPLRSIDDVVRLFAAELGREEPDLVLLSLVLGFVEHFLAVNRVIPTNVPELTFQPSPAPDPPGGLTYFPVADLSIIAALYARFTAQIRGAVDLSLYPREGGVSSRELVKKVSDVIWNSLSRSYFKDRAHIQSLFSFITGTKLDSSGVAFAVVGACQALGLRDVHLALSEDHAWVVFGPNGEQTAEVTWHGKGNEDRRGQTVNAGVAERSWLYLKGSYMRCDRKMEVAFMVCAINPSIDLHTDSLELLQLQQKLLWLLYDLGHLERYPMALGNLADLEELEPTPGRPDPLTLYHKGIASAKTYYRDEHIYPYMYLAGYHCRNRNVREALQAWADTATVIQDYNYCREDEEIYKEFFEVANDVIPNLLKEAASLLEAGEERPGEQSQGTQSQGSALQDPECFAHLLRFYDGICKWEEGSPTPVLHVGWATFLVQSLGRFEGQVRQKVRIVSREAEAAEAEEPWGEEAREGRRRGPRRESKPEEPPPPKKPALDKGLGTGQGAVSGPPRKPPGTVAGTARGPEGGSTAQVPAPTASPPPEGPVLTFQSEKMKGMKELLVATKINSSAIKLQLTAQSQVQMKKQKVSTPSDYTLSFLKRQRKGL
Mito fusion act = inhibitors of mitochondrial division or activators of mitochondrial fusion; S. cerevisiae fusion-defective mutant growth rescue, CellTiterGlo 48 h; Potency, µM (titrated, usually from 46.1 µM), for the others: at the top dose growth rescue (activation), hits mostly activators; 320,000 tested, 0.23% active;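 also: potency is read from the fitted curve at half-maximal effect; % of control where 0% means no effect; nearly all actives have a fitted effect of over 45% in size; temperature-sensitive fusion mutants such as fzo1-1 at 37 °C on non-fermentable ethanol glycerol medium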
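Luminescent cell viability in 1536-well qHTS format served as the measure of rescued growth in ts fusion-mutant S. cerevisiae cultured on non-fermentable YPEG for 48 hours at 37C.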
The depositor's hits bear a star; ? = inconclusive; . = not tested or not shown; [ ] = dose if it differs, or a comment. Unless noted, calls follow the shape of the dose curve; as a rule, active = well fitted curve in the direction sought with a large enough effect; inconclusive = small, poorly fitted or top-dose-only effect, or another doubt; inactive = no such curve, though single readings can be large; an effect the other way counts as inactive or inconclusive. Only part of the results is shown. The share of hits here may be higher or lower than overall.

SMILES | MBNL1-CUG inh | BCR signal inh | USP2a inh | TSHR antag | GALK inhibitor | hERG WT inh | PKM2 activator | ASM inhibitor | Eya2 phos inh | Menin MLL FP TR | Mito fusion act
COc1ccc(CN2CCN(C(=O)COc3ccc4ccccc4c3)CC2)c(OC)c1 | -8.2% | -6.4% | -4.1% | 4.5 | 6.5% | -24.2 | 1.0% | -2.8% | 3.7% | -21.3% | 2.8%
C/C(=N\NC(=O)c1ccccc1)c1c(O)n(C2CCCCC2)c(=O)[nH]c1=O | 1.6% | ? | -1.1% | -16.2 | 5.1% | 10.0 | . | 3.7% | 11.5% | . | 9.1%
CCOC(=O)C1(c2ccccc2)CCN(CC(=O)Nc2cccc3ccccc23)CC1 | 1.4% | ? | 2.3% | -6.6 | . | 0.1 | 3.8% | -0.3% | -6.2% | -5.0% | ?
COc1cccc(CC(=O)N2CCN(Cc3cccc(Cl)c3)CC2)c1 | -7.7% | ? | 2.3% | -9.0 | -0.6% | 7.0 | . | 2.8% | -4.2% | ? | 22.2%
Cc1ccc(NC2=NCCCS2)cc1Cl | -4.7% | -2.6% | 3.7% | 1.5 | -1.0% | -3.1 | -8.3% | 2.5% | 0.3% | -2.0% | -7.4%
O=C1C=Cc2ccccc2C1=O | ? | -0.5% | -17.7% | -8.6 | 3.8% | . | ? | . | 7.0% | ? | -3.1%
N#Cc1ccccc1NC(=O)CN1CC=C(c2ccccc2)CC1 | ? | -18.7% | -0.5% | -2.4 | -0.1% | -8.2 | 0.9% | -2.7% | 7.7% | -13.7% | 9.7%
Cc1ccc(CN2CCCN(Cc3ccc(Cl)cc3)S2(=O)=O)cc1 | -2.2% | 0.6% | 1.3% | -2.3 | . | -0.9 | . | 1.2% | 6.2% | 25.5% | 5.0%
COC(=O)C1=C(c2ccc(F)cc2F)C[C@@H]2CC[C@H]1N2C | . | -0.6% | 2.8% | -3.7 | . | 7.9 | . | 31.1% | 5.4% | . | 0.8%
CCCC(=O)NC(Oc1ccc(Cl)cc1Cl)C(Cl)(Cl)Cl (centres undefined) | -9.0% | 2.2% | 0.2% | -0.6 | 2.7% | 5.1 | -1.4% | -0.8% | -1.1% | 6.8% | 1.0%
Cc1cc(N2C(=O)CC(N3CCC(n4c(=O)[nH]c5ccccc54)CC3)C2=O)no1 (centres undefined) | -3.6% | ? | 0.5% | 12.3 | 0.4% | 1.7 | -17.2% | 1.1% | 7.7% | 28.2% | -3.6%
COc1ccc2[nH]c(C)c(CCNCc3cc(OC)c(OC)c(OC)c3)c2c1 | . | -0.3% | 0.8% | 16.3 | 10.3% | -10.2 | -11.2% | 4.4% | -6.5% | -4.7% | 1.7%
O=c1[nH]c(=O)n(C2CCCCC2)c(O)c1/C=C/C=Nc1ccccc1 | 14.4% | ? | 28.6% | -21.5 | 3.2% | -1.0 | -4.5% | -13.6% | 25.9% | . | -10.4%
COC(=O)c1c(C)n(Cc2ccco2)c2ccc(O)cc12 | 2.9% | 26.6% | 0.1% | -4.2 | -3.7% | 11.8 | 15.0% | -0.2% | -13.9% | 8.7% | 1.9%
COc1ccc(N=C(C)c2c(O)n(C3CCCCC3)c(=O)[nH]c2=O)c(OC)c1 | 12.7% | 3.2% | -6.2% | -1.0 | 6.5% | 1.8 | -1.6% | 9.0% | 0.9% | 1.5% | -6.0%
O=[N+]([O-])c1ccc(N2CCNCC2)cc1NCC1CCCO1 (centres undefined) | ? | -6.6% | -1.5% | 1.9 | -1.3% | 10.4 | 4.6% | -16.7% | 13.3% | 12.2% | -4.7%
CN(C)C(=O)Oc1cccc(-c2cn3cc(Cl)ccc3n2)c1 | -10.2% | 0.5% | 0.7% | 3.1 | 2.4% | -3.0 | -6.9% | -0.7% | -2.7% | -6.3% | ?
Cc1ccc(-n2c(O)c(C=NCCCn3ccnc3)c(=O)[nH]c2=O)cc1 | . | -17.9% | 4.2% | -2.4 | -3.0% | -1.2 | -1.2% | 1.3% | 6.9% | . | -1.8%
O=C(c1ccc(N2CC3CC(C2)c2cccc(=O)n2C3)c([N+](=O)[O-])c1)N1CCCC1 (centres undefined) | . | -3.5% | -0.7% | -0.9 | 1.0% | -2.4 | -4.1% | 2.2% | 1.1% | -23.9% | -0.5%
COc1ccc(CC2c3cc(OC)c(OC)cc3CCN2C)cc1O (centres undefined) | -1.5% | -0.3% | 2.6% | 3.8 | . | 4.9 | 0.1% | 9.4% | 1.3% | 0.9% | -1.2%
CC(=O)OC1(c2ccc(C)cc2)CN2CCC1c1ccccc12 (centres undefined) | -7.7% | 12.6% | -1.1% | 10.2 | 1.1% | 1.8 | 4.0% | -0.2% | 25.0% | ? | -0.9%
O=C(CN1CCCC1=O)NCCc1ccccc1 | 0.4% | -1.2% | 1.2% | 9.5 | 2.0% | -0.2 | -1.6% | 1.6% | 3.5% | -1.0% | 2.7%
O=C(c1cccn2c(=O)c3ccccc3nc12)N1CCC2(CC1)OCCO2 | ? | 0.1% | 1.4% | 14.1 | -1.1% | -1.6 | -8.0% | 328.5%[activator] | -15.1% | 1.6% | -5.7%
C=C(C)Cn1c(-c2cccc([N+](=O)[O-])c2)n[nH]c1=S | ? | 4.1% | -0.7% | -6.9 | -0.3% | -4.6 | -7.4% | -0.4% | 15.3% | -12.0% | 21.1%
COc1ccccc1/C=C1\SC(=S)N(CCC(=O)NCCc2ccc(O)cc2)C1=O | 62.6%[activator] | ? | -9.2% | -18.1 | 7.4% | 0.2 | . | -2.1% | -7.2% | . | 11.3%
Cc1cc(/C=C2\C(=O)NC(=O)N(c3ccc(Cl)cc3)C2=O)c(C)n1C | 22.4% | 4.4% | 2.9% | 11.6 | 1.4% | . | 0.9% | 1.8% | -11.0% | ? | 1.5%
CC(=O)c1ccccc1NC(=O)C1C2CCC(O2)C1C(=O)O (centres undefined) | -7.7% | ? | 4.1% | 0.2 | -0.9% | . | -5.6% | . | 13.3% | 2.4% | -17.4%
O=[N+]([O-])c1cccc(NP(=O)(Oc2ccccc2)Oc2ccccc2)c1 | 19.9% | ? | 0.7% | 3.2 | -3.0% | -5.6 | . | -7.9% | -0.3% | 41.1%[activator] | -9.3%
COCCOC(=O)c1c(C)n(C)c2ccc(OC(=O)N(C)C)cc12 | -3.8% | -5.5% | -0.2% | 9.9 | 0.7% | 2.1 | -10.0% | 1.7% | 39.1% | -12.9% | 1.4%
Cc1nn(-c2ccccc2)c(C)c1NC(=O)COC(=O)Cc1ccccc1 | . | -5.1% | 0.3% | -6.1 | . | 2.7 | . | 1.7% | 15.8% | . | 4.3%
CC(=O)Nc1ccc2nc(NC(=O)c3ccc([N+](=O)[O-])o3)sc2c1 | ? | ? | 2.8% | -17.9 | 2.3% | 6.6 | -3.6% | -3.3% | -1.6% | ? | 6.3%
CC(C)Oc1cccc(C(=O)C2CCCN(C3CCOCC3)C2)c1 (centres undefined) | -1.3% | 10.5% | 0.7% | -0.7 | 4.6% | 9.8 | -0.1% | -3.0% | -1.0% | -6.5% | 11.1%
COC(=O)C1=C(c2c(C)noc2C)C[C@@H]2CC[C@H]1N2C(=O)NC(C)C | . | 2.9% | 0.9% | -9.9 | . | 0.6 | . | -0.4% | 1.5% | . | 0.3%

Assay outcomes deposited in PubChem BioAssay by National Center for Advancing Translational Sciences (NCATS).
